High-throughput results deposited in PubChem by The Scripps Research Institute Molecular Screening Center.
TTR transcr act – TTR transcription activators in neuroblastoma reporter cells, primary screen, cell-based, luminescence, SH-SY5Y, TTR promoter Gaussia luciferase. 100% = recombinant luciferase protein wells. activation, % at 16.7 µM. hit rate 1.3% among 92,000;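 active = activation above the mean of all tested compounds plus 3 SD, cut at about 9.5% in these data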;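 note: cells exposed to compounds for one day before reading; 0% = median of all test compound wells on the plate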
* hit, by the source's call. Only part of the results is shown; count on the stated rates, not on these rows.

SMILES	TTR transcr act
CCOc1ccccc1N(CC(=O)Nc1cc(OC)ccc1OC)S(C)(=O)=O	0.1
COc1ccc(-n2c(O)c(/C=C3\C=Nc4ccccc43)c(=O)[nH]c2=O)cc1	0.4
O=C(COC(=O)c1ncc(Cl)c(Cl)c1Cl)NC(=O)NCc1ccccc1	-0.1
O=C(CCn1c(=O)[nH]c2ccsc2c1=O)NCCc1ccc(Cl)cc1	1.6
COc1ccc(CNC(=O)CCCOc2cc(=O)n(C)c3ccccc23)cc1	0.8
CCn1c(CNC(=O)Cc2ccc(OC)cc2)nnc1SCC(=O)NC1CCCCC1	-0.5
COc1cccc(-c2ncc3ccccn23)c1	-0.6
Cc1cc(Sc2ccc([N+](=O)[O-])cn2)ccc1Br	-1.0
COc1ccc(OC)c(-c2nn(-c3ccccc3)cc2C(=O)NCC(c2cccs2)N2CCOCC2)c1 (stereo not drawn)	-1.9
O=C(NCC1CCCO1)c1ccccc1NC(=O)c1cccc2ccccc12 (stereo not drawn)	0.3
CCOC(=O)C1CCCN(CCC(=O)Nc2ccc(Br)c(C)c2)C1 (stereo not drawn)	-1.0
Cc1cc(=O)[nH]c2c1c(C)nn2C1CCCC1	2.8
COC(=O)c1ccc(OCCCCN(C)Cc2ccccc2)cc1	2.0
COC(=O)[C@H]1C[C@@H]1[C@H](NC(=O)c1cc(C)on1)c1ccccc1	4.1
Cc1occc1-c1nnc(SCC(N)=O)o1	-0.3
CN(C(=O)/C=C/c1ccccc1)C1CCCCC1	0.4
COC(=O)[C@@H](NC(=O)Nc1ccc(OC(F)(F)F)cc1)C(C)C	-0.7
O=C(CSc1nnc(C2COc3ccccc3O2)o1)N1CCCC1 (stereo not drawn)	-1.8
COc1ccc(OCC(O)CNS(=O)(=O)c2cccc(Cl)c2)cc1 (stereo not drawn)	-0.2
COc1ccccc1N1CC(O)=C(c2nc3ccccc3c(=O)[nH]2)C1=N	3.4
S=c1[nH]nc(-c2ccncc2)n1/N=C/c1ccccc1Cl	1.8
Cc1cc(C)cc(Oc2ccccc2C=O)c1	-0.2
CCOC(=O)c1[nH]c2ccc(OC)cc2c1NC(=O)C(C)N1CCSCC1 (stereo not drawn)	3.5
O=C(NCc1cccc(Cl)c1)c1ccc2nc(N3CCOCC3)sc2c1	-0.6
Cn1c(SCC(=O)Nc2cccc(Br)c2)nnc1-c1cc2ccccc2o1	-0.6
CCOc1ccc(Cl)cc1-c1cc(C(=O)Nc2ccc(Br)cc2)[nH]n1	-1.8
COc1ccc(OCC(=O)Nc2ccc3c(c2)nc(CCN2CCCCC2)n3C)cc1	5.3
COc1cc(CO)ccc1OCC(=O)N1CCc2ccccc21	-1.9
COc1ccc(NC(=O)CCCSc2ccccc2)cc1	1.2
COc1ccc(CCNC(=O)COc2ncnc3cc([N+](=O)[O-])ccc23)cc1	2.1

A few values from above:
Cc1cc(C)cc(Oc2ccccc2C=O)c1 – TTR transcr act = -0.2
CN(C(=O)/C=C/c1ccccc1)C1CCCCC1 – TTR transcr act = 0.4
COc1ccc(-n2c(O)c(/C=C3\C=Nc4ccccc43)c(=O)[nH]c2=O)cc1 – TTR transcr act = 0.4
COC(=O)c1ccc(OCCCCN(C)Cc2ccccc2)cc1 – TTR transcr act = 2.0
O=C(NCC1CCCO1)c1ccccc1NC(=O)c1cccc2ccccc12 (stereo not drawn) – TTR transcr act = 0.3
CCOc1ccccc1N(CC(=O)Nc1cc(OC)ccc1OC)S(C)(=O)=O – TTR transcr act = 0.1
Cn1c(SCC(=O)Nc2cccc(Br)c2)nnc1-c1cc2ccccc2o1 – TTR transcr act = -0.6

(cont.)
SMILES	TTR transcr act
CC1(C)Cc2c(sc3nc(SCC(=O)O)[nH]c(=O)c23)CO1	3.0
CCCCN(C=O)c1c(CC)nc2ccc(C(=O)N3CCN(c4ccccc4)CC3)cn12	1.6
COc1cccc2cc(C(=O)N3CCN(c4ccccn4)CC3)c(=O)oc12	0.2
Cc1ccc(C)c(S(=O)(=O)NCCOc2nc(NC(C)C)nc(NC(C)C)n2)c1	-0.9
O=C(Nc1cccc(Br)c1)OC1CC2CC1[C@H]1CCCCN1[C@H]2Cc1ccccc1 (stereo partly drawn)	1.3
Cc1cc2c(cc1C)C(c1cccc([N+](=O)[O-])c1)CC(=O)N2 (stereo not drawn)	-0.1
O=C(O)CCCCCNC(=O)c1ccc(Br)cc1	1.3
Cc1ccc(S(=O)(=O)NCc2nc3ccccc3c(=O)n2N)cc1	0.1
CCN(CC)CC(O)c1cccn1-c1ccc(CNC(=O)NC(C)C)cc1 (stereo not drawn)	2.1
CCn1c(SCC(=O)NNC(=O)c2ccc(C)cc2)nnc1C1CC1	0.8
Cc1ccccc1OCC(O)CN1CCCCC1 (stereo not drawn)	0.7
COc1cccc(-c2csc(NC(=O)Nc3ccccc3)n2)c1	-4.6
Cc1ccc(C(=O)NCC(=O)N(C)CC(=O)Nc2c(Cl)cccc2Cl)s1	-0.4
COc1ccc(S(=O)(=O)N2CCN(CC(=O)NCC3(N4CCOCC4)CCCCC3)CC2)cc1	-1.5
O=C(COc1ccccc1)NCC(=O)Nc1ccncc1	4.0
COc1ccc(C)cc1NC(=O)C(=O)NCc1ccncc1	2.0
CCOC(=O)c1cc(C)n(CCc2ccccc2)c1C	0.8
O=C(NCc1cc(F)cc(C(F)(F)F)c1)C1CCC(=O)N(C2CCCC2)C1 (stereo not drawn)	-1.7
Cc1cc(C)cc(NC(=S)N(Cc2ccc(Br)cc2)Cc2ccc(C(=O)O)cc2)c1	0.6
Cc1c(Cl)cccc1NC(=O)CNC(=O)c1ccco1	1.1
Fc1ccc(Cn2cc(C(=S)N3CCOCC3)c3ccccc32)cc1	-1.6
COCC(=O)N1CCC(Oc2ccc(C(=O)NCCc3ncccc3C)cc2)CC1	3.0
CCOC(=O)[C@H]1[C@H]2COc3ccc(C)cc3[C@@H]2N2C(=O)c3cc(OC)c(OC)cc3NC(=O)[C@@]12C	1.2
COc1ccc(CCC2(C)NC(=O)N(C(C)C(=O)Nc3ccccc3F)C2=O)cc1 (stereo not drawn)	-0.3
O=C(O)c1ccccc1NC(=O)c1cc(-c2ccccc2)nc2ccccc12	-1.6
Fc1ccc(NC(=S)NCCc2ccccn2)cc1	-0.4
CC(C)(C)c1csc(NC(=O)c2ccncc2)n1	-2.8
Cc1nn(C(C)C(=O)NCCCN2CCCCCC2)c(=O)c2cc3sccc3n12 (stereo not drawn)	0.2
C/C(=N/NC(=O)c1cc2ccccc2cc1O)c1ccco1	-2.3
Cc1ccccc1CN1CCCOCCS1(=O)=O	2.6
Cc1cc(S(=O)(=O)N2CCCC(N(C)CCc3ccccn3)C2)c(C)cc1Cl (stereo not drawn)	-1.4
Cc1cccc(N(Cc2ccccc2)C(=O)CN2C(=O)NC3(CCCCC3C)C2=O)c1 (stereo not drawn)	1.4
COc1cc(C2NC(=O)NC(C)=C2C(=O)OC2CCCC(C)C2)cc(Br)c1O (stereo not drawn)	11*
CCc1cccc(NC(=O)CCc2c(C)nn(-c3ccc(N4CCCCC4)nn3)c2C)c1	-1.5
CC1CCCN(C/C=C/c2ccccc2[N+](=O)[O-])C1 (stereo not drawn)	8.1
Cc1c(NC(=O)c2ccc(S(=O)(=O)N3CCOCC3)cc2)c(=O)n(-c2ccccc2)n1C	-0.2
COC(=O)C(C)(C)ONC(=O)Nc1ccc(Br)cc1	1.1
CCCC1=NCCn2cccc21	2.4
Cc1ccc(C(=O)NCC(=O)OCC(=O)/C=C2\N(C)c3ccccc3C2(C)C)cc1C	-1.1
Cc1ccc(NC(=O)c2ccccc2F)cc1S(=O)(=O)N1CCCCCC1	-2.1
CCCCC(CC(O)COCC(C)C)C(=O)NNC(=S)Nc1ccccc1 (stereo not drawn)	2.1
CCn1ncc(Br)c1C(=O)Nc1ccc(F)cc1F	3.1
COC(=O)[C@@]12CCCN1[C@H](c1ccc(-c3ccc4c(c3)OCO4)c(OC)c1)[C@H]1C(=O)N(C)C(=O)[C@H]12	2.3
CC(C)[C@H](NC(=O)c1ccc(F)cc1)C(=O)NC1=NCCS1	-0.8
OC[C@@H]1[C@@H](c2ccc(Cl)cc2)C(c2cccc(Cl)c2)=NN1c1ccccc1	-0.6

Structures from the list above that have a CF3 group (2):
SMILES	TTR transcr act
COC(=O)[C@@H](NC(=O)Nc1ccc(OC(F)(F)F)cc1)C(C)C	-0.7
O=C(NCc1cc(F)cc(C(F)(F)F)c1)C1CCC(=O)N(C2CCCC2)C1 (stereo not drawn)	-1.7

Part of the list above, with each value named:
Cc1cccc(N(Cc2ccccc2)C(=O)CN2C(=O)NC3(CCCCC3C)C2=O)c1 (stereo not drawn)
  TTR transcr act = 1.4

COc1cc(C2NC(=O)NC(C)=C2C(=O)OC2CCCC(C)C2)cc(Br)c1O (stereo not drawn)
  TTR transcr act = 11*

CCc1cccc(NC(=O)CCc2c(C)nn(-c3ccc(N4CCCCC4)nn3)c2C)c1
  TTR transcr act = -1.5

CC1CCCN(C/C=C/c2ccccc2[N+](=O)[O-])C1 (stereo not drawn)
  TTR transcr act = 8.1

Later entries:
SMILES	TTR transcr act
COc1ccccc1NC(=O)NCCN1CCN(C(=O)Nc2ccccc2OC)CC1	0.2
C/C(=C\C(=O)C(F)(F)F)Nc1cc(C)cc(C)c1	7.3
COc1ccc(Cl)cc1C(=O)NNC(=O)CCNS(=O)(=O)c1ccccc1	-1.5
CC(C)(C)Nc1nc(Cl)nc(NCCN2CCOCC2)n1	3.2
COc1ccc(-c2nc(CN3CCN(c4ncnc5ccccc45)CC3)c(C)o2)c(OC)c1	-3.5
C=CCNC(=S)N1CCOCC1	-0.9
Cc1nnc(SCc2nc3sc4c(c3c(=O)[nH]2)CCCC4)n(N)c1=O	1.9
O=C(NCc1ccncc1)[C@@H]1CCCN1C(=O)[C@H]1CCCN1C(=O)c1c(F)cccc1F	0.0
CC1CN(CC(O)COC2CCC(C(C)(C)C)CC2)CC(C)O1 (stereo not drawn)	-0.6
O=C1N(c2ccccc2)CC2CC(c3ccccc3)N3CCCC123 (stereo not drawn)	3.9
COc1ccc(CCNC(=O)COc2ccc3c(c2)OCO3)cc1	-1.4
CCCCCCCC1CC(CSC(=N)N)OC1=O (stereo not drawn)	-4.7
OC(COc1ccccc1)CSc1ncn[nH]1 (stereo not drawn)	2.0
O=[N+]([O-])c1cc(S(=O)(=O)N2CCCC2)ccc1NN=C1CCCCC1	0.5
COc1cc(-c2cc(-c3ccccc3)nc(SCC(=O)Nc3nccs3)c2C#N)cc(OC)c1OC	-1.4
CCOc1ccccc1C(C(=O)NC1CCCCC1)N(C(=O)c1csnn1)C1CC1 (stereo not drawn)	4.2
COc1cc(C2C(C(=O)c3ccc(C)o3)=C(O)C(=O)N2CCN2CCOCC2)ccc1OCCC(C)C (stereo not drawn)	-0.6
CN1/C(=C/c2cccc[n+]2C)Sc2ccccc21	-2.8
O=C(O)c1cccc(COc2ccc(CO)cc2Cl)c1	0.2
CNC(=S)NNC(=O)c1oc2nc(-c3ccccc3)cc(C)c2c1N	0.3
Cc1cc(-c2nnc(SCC(=O)c3ccc(Cl)cc3)o2)no1	0.2
O=C(O)/C=C/C(=O)N(CC1CCCO1)C1CC(=O)N(c2c(Cl)cccc2Cl)C1=O (stereo not drawn)	1.6
O=C(NCC[C@H]1CC[C@H](NS(=O)(=O)c2ccccc2F)[C@@H](CO)O1)c1ccc(F)cc1	1.2
Cc1cccc(NC(=O)C2CC(=O)N(c3ccc4c(c3)OCCO4)C2)n1 (stereo not drawn)	-0.4
Cc1nc2c(C(F)(F)F)cccc2c2c1CCS2	-1.7
C/C(=N/OCO/N=C(\C)c1ccccc1F)c1ccccc1F	2.5
CCOC(=O)CSc1nnc(C)n1N	1.3
CC(C)OCCCNC(=O)C(=O)N/N=C/c1ccc(OCc2ccccc2)cc1	0.7
Cc1ccsc1/C=C1/NC(=O)N(Cc2ccc(F)cc2)C1=O	-0.7
CCCn1c(SCC(=O)N2CCCc3ccccc32)nnc1-c1ccccn1	0.1
Cc1cn([C@H](C(=O)NCCCCCCCCCCC(=O)N2CCN(C(=O)OC(C)(C)C)CC2)[C@@H](C)O)nn1	-0.6
O=C(NC1CC1)c1cccc(NC(=O)c2cn3ccccc3n2)c1	-2.0
CC(C)c1ccccc1NS(=O)(=O)c1cccs1	-1.1
COc1ccc(-c2cccc3c2NC(=O)C3=O)cc1OC	3.6
CCOc1ccc2ccccc2c1C1NC(=O)NC(C)=C1C(=O)OCCOC (stereo not drawn)	-0.3
Cc1cccc(C(=O)OC(C)CN2CCN(C)CC2)c1 (stereo not drawn)	2.6
O=C(Nc1ccc(Oc2ccccc2)nc1)C1CCCCN1Cc1ccc(O)cc1 (stereo not drawn)	5.8
O=C(O)CCn1[nH]c(=O)ccc1=O	27*
O=C(CCC(=O)NNc1nc2ccccc2c2nc(-c3ccccc3)nn12)NCCCN1CCCC1=O	1.6
Nc1nc(SCc2ccc3c(c2)OCO3)n[nH]1	-0.3
CN(C)/C=N/S(=O)(=O)c1cccn1-c1ncc(C(F)(F)F)cc1Cl	0.7
Cc1cc(C)n(CCC(=O)N2CCCC(N3CCN(c4cccc(Cl)c4)CC3)C2)n1 (stereo not drawn)	-0.7
COc1ccc(N2C(=NC(=O)c3ccc(Br)cc3)SC3CS(=O)(=O)CC32)cc1 (stereo not drawn)	-0.4
O=C(NC1CCSc2ccccc21)c1ccc(Cl)c(S(=O)(=O)N2CCOCC2)c1 (stereo not drawn)	1.6
O=C(/C=C/c1cc2c(cc1Br)OCO2)NCc1ccc(F)cc1	-2.2
S=C(Nc1cccc(Br)c1)c1ccccc1	-0.7
CCOc1ccc(S(=O)(=O)Nc2cccc(C(=O)N3CCN(C(C)=O)CC3)c2)cc1	2.7
Cc1c(C(=O)NCCO)sc2nc3n(c(=O)c12)CCC3	4.3
COCCCN1C(=O)C(CC(=O)NCc2cccc3ccccc23)CC(C(=O)N(C(C)C)C(C)C)=C1C (stereo not drawn)	-0.6
Cc1ccc(S(=O)(=O)N(C)C)cc1NC(=O)CSc1ccc2c(c1)OCCO2	2.2
COCCCN(C(=S)NC(=O)C(C)(C)C)c1c(N)n(Cc2ccccc2)c(=O)[nH]c1=O	-1.6
Cn1c(SCC(=O)c2ccccc2)nc2cccnc21	-0.7
CCOC(=O)C(=O)c1c(C)cc2ccccn12	0.2
Cc1ccc2c(c1)N(CC(=O)NCc1cccnc1)C(=O)CO2	2.1
